FAK inh = FAK kinase inhibitors, primary screen, biochemical. Focal adhesion kinase 1 (Homo sapiens), Q05397. biochemical FAK kinase activity assay. inhibition, %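 (tested at 7 µM)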. 97,000 tested, 0.84% active. AID 727, 2007; in the data active means inhibition above about 19%;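 further: 0% = DMSO and 100% = reference compound high control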
Target sequence (Q05397 whole entry, looked up): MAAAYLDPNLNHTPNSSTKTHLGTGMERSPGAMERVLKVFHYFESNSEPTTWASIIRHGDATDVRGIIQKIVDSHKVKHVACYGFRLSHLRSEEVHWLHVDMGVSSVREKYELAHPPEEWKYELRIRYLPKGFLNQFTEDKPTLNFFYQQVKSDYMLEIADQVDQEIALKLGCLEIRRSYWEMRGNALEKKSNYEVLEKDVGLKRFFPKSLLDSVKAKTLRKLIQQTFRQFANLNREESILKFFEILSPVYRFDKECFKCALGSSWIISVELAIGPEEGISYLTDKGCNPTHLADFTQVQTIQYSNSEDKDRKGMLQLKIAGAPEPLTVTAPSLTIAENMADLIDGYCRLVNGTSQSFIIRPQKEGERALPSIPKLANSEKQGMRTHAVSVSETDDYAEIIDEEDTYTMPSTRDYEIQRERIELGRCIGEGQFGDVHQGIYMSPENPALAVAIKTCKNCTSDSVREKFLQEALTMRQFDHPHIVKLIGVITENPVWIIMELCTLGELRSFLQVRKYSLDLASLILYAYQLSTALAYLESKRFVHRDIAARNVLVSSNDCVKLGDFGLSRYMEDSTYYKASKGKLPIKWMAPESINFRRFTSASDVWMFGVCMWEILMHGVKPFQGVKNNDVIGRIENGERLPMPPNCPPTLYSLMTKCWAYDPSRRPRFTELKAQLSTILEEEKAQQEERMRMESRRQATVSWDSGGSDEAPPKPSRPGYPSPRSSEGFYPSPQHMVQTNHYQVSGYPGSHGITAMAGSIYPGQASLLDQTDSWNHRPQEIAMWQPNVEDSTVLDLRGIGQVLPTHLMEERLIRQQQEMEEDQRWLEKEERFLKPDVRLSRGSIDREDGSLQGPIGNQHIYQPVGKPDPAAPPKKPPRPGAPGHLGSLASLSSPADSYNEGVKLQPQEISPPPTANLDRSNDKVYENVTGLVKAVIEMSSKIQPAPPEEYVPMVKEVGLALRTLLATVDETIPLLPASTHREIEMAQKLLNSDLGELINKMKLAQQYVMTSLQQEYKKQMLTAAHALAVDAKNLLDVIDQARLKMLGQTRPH
E coli WT exp = growth inhibitors of wild-type E. coli, primary screen, strain BW25113, expanded library, OD600; OD600 absorbance; growth inhibition, % at 100 µM; 98,000 tested, 0.15% active; AID 710, 2007;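 active means growth inhibition above about 50% at one test dose, limit read from the data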;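 further: growth measured after 20 h incubation at 37 °C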
MT1-MMP txn act = MT1-MMP promoter reporter activation – cell-based, luciferase luminescence, primary screen; HT1080 MT1-MMP promoter luciferase reporter, overnight; stronger effect = higher value; activation factor at 10 µM; 86,000 tested, 0.16% active; AID 750, 2007;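 active means activation factor of at least 2 for MT1-MMP transcription at 10 µM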
* hit, by the source's call; . = not tested or not shown. An excerpt. The share of hits here may be higher or lower than overall.

SMILES	FAK inh	E coli WT exp	MT1-MMP txn act
Cc1ccc2nc(NC(=O)C3CCCN(S(=O)(=O)c4cccc5nonc45)C3)sc2c1 (stereo not drawn)	.	.	0.9
CCC#CCOCC(=O)Nc1ccccc1	.	.	1.3
S=C(Nc1ccccc1)Nc1ccccc1C#Cc1ccccc1	.	.	1.1
CCC/C=C(\CCC)C(NP(=O)(c1ccccc1)c1ccccc1)c1ccc(-c2ccccc2)cc1 (stereo not drawn)	.	.	1.4
CCC1=C2CC[C@H]3C(=O)N(c4ccccc4)C(=O)[C@H]3[C@H]2[C@@]2(C)C(=NCC3CC3)OC(=O)N2C1=O	.	.	1.2
COc1cccc(Cn2c(OCC3CCCO3)nc3c2c(=O)n(C)c(=O)n3C)c1 (stereo not drawn)	.	.	1
COC(=O)[C@H]1C[C@@H]1[C@H](NC(=O)c1cc(C)on1)c1ccccc1	.	.	1.3
COc1ccc(C2/C(=C(/O)c3ccc(OC(C)C)cc3)C(=O)C(=O)N2CCCN2CCOCC2)cc1 (stereo not drawn)	.	.	1
CCCc1cc2c(n1CCc1ccc(Cl)cc1)C(C)C1CN(C(=O)c3ccccc3)C(C)(C(=O)OC)C21 (stereo not drawn)	.	.	1
C=C(C)CSc1nc2c(c(=O)[nH]c(=O)n2C)n1Cc1ccccc1	.	.	1.1
COc1ccc(C2/C(=C(/O)c3cnn(-c4ccccc4)c3C)C(=O)C(=O)N2CCN(C)C)cc1OC (stereo not drawn)	.	.	0.9
CCOC(=O)C1=C(CCc2ccccc2)NC(=O)NC1c1ccc(C#N)cc1 (stereo not drawn)	.	.	1
COC(=O)[C@@]1(Cc2ccc(F)cc2)[C@H]2c3cc(C(=O)N4CCCC4)n(Cc4cc(C)n(C)n4)c3C[C@H]2CN1C(=O)c1ccccc1	.	.	1.1
COC(=O)[C@@]1(Cc2ccc(F)cc2)[C@H]2c3cc(C(=O)N4CCCC4)n(Cc4ccc(Cl)c(C(F)(F)F)c4)c3C[C@H]2CN1C(=O)c1ccccc1	.	.	1.2
CC1(C)CC(=O)C(C=NCCN2CCN(CC(=O)Nc3ccccc3)CC2)=C(O)C1	.	.	1.1
c1ccc(CNc2cnccn2)cc1	-1	12	.
O=C(CCC(=O)Nc1ccccc1)N/N=C/c1ccco1	-4	4	.
COC(=O)c1cn[nH]c1NC(=S)Nc1ccccc1C	4	-3	.
Clc1ccc(-c2cc(CSc3cccc(Cl)c3)on2)cc1	0	2	.
CCCCC1(Cc2ccc([N+](=O)[O-])cc2)C(=O)N(c2ccccc2)N(c2ccccc2)C1=O	-5	-27	.
COc1ccc(Cl)cc1C(=O)NC(=S)Nc1cc(-c2nc3ccccc3[nH]2)ccc1C	-2	-13	.
CC1(C)CC(=NOC(=O)c2ccccc2)CC(C)(C)N1	-3	0	.
Cc1ccc(S(=O)(=O)N2c3ccccc3OCC2c2ccccc2)cc1 (stereo not drawn)	4	-17	.
COc1ccc(C(C(=O)NC2CCCC2)N(Cc2ccc(C)cc2)C(=O)c2ccn[nH]2)cc1OC (stereo not drawn)	-10	4	.
Cc1ccc(NC(=O)CCC(=O)OCC(=O)c2ccc(-c3ccccc3)cc2)cc1	-2	-6	.

Reformatted with two lines to a compound: entries from further up
Order of values – FAK inh | E coli WT exp | MT1-MMP txn act
COc1ccc(C2/C(=C(/O)c3ccc(OC(C)C)cc3)C(=O)C(=O)N2CCCN2CCOCC2)cc1 (stereo not drawn)
→ . | . | 1
CCCc1cc2c(n1CCc1ccc(Cl)cc1)C(C)C1CN(C(=O)c3ccccc3)C(C)(C(=O)OC)C21 (stereo not drawn)
→ . | . | 1
C=C(C)CSc1nc2c(c(=O)[nH]c(=O)n2C)n1Cc1ccccc1
→ . | . | 1.1
COc1ccc(C2/C(=C(/O)c3cnn(-c4ccccc4)c3C)C(=O)C(=O)N2CCN(C)C)cc1OC (stereo not drawn)
→ . | . | 0.9
CCOC(=O)C1=C(CCc2ccccc2)NC(=O)NC1c1ccc(C#N)cc1 (stereo not drawn)
→ . | . | 1
COC(=O)[C@@]1(Cc2ccc(F)cc2)[C@H]2c3cc(C(=O)N4CCCC4)n(Cc4cc(C)n(C)n4)c3C[C@H]2CN1C(=O)c1ccccc1
→ . | . | 1.1
COC(=O)[C@@]1(Cc2ccc(F)cc2)[C@H]2c3cc(C(=O)N4CCCC4)n(Cc4ccc(Cl)c(C(F)(F)F)c4)c3C[C@H]2CN1C(=O)c1ccccc1
→ . | . | 1.2
CC1(C)CC(=O)C(C=NCCN2CCN(CC(=O)Nc3ccccc3)CC2)=C(O)C1
→ . | . | 1.1
c1ccc(CNc2cnccn2)cc1
→ -1 | 12 | .
O=C(CCC(=O)Nc1ccccc1)N/N=C/c1ccco1
→ -4 | 4 | .
COC(=O)c1cn[nH]c1NC(=S)Nc1ccccc1C
→ 4 | -3 | .
Clc1ccc(-c2cc(CSc3cccc(Cl)c3)on2)cc1
→ 0 | 2 | .
CCCCC1(Cc2ccc([N+](=O)[O-])cc2)C(=O)N(c2ccccc2)N(c2ccccc2)C1=O
→ -5 | -27 | .
COc1ccc(Cl)cc1C(=O)NC(=S)Nc1cc(-c2nc3ccccc3[nH]2)ccc1C
→ -2 | -13 | .
CC1(C)CC(=NOC(=O)c2ccccc2)CC(C)(C)N1
→ -3 | 0 | .
Cc1ccc(S(=O)(=O)N2c3ccccc3OCC2c2ccccc2)cc1 (stereo not drawn)
→ 4 | -17 | .
COc1ccc(C(C(=O)NC2CCCC2)N(Cc2ccc(C)cc2)C(=O)c2ccn[nH]2)cc1OC (stereo not drawn)
→ -10 | 4 | .
Cc1ccc(NC(=O)CCC(=O)OCC(=O)c2ccc(-c3ccccc3)cc2)cc1
→ -2 | -6 | .

(next part)
SMILES	FAK inh	E coli WT exp	MT1-MMP txn act
CC(=O)Nc1cc(-c2ccccc2)nn1Cc1ccc(Cl)cc1	-1	-1	.
O=C(CSC1c2ccccc2C(=O)N1c1ccccc1)N1CCOCC1 (stereo not drawn)	7	0	.
CCOC(=O)c1cnc(SC)nc1Oc1cccc(NS(=O)(=O)c2ccc(Cl)cc2)c1	-7	-26	.
Cc1ccc(S(=O)(=O)NCCSCc2ccccc2)cc1	-3	0	.
Cc1ccc(C(=O)NC(=S)Nc2cccc3nsnc23)cc1	-6	-10	.
Cc1nc2ccccc2n1/C(=N/S(=O)(=O)c1ccc(Br)cc1)c1ccccc1	-1	12	.
Fc1ccc(-c2nnc(-c3ccc(Cl)cc3Cl)o2)cc1	0	-12	.
O=C(ON=C1CCN(S(=O)(=O)c2ccccc2)CC1)c1ccc(Cl)cc1	-3	4	.
Cc1cccc(NC(=O)c2ccccc2NC(=O)Cc2ccccc2)c1C	-7	-10	.
COc1cc(/C=N/NC(=O)CNC(=O)c2ccc3c(c2)OCCO3)ccc1O	-2	-5	.
Cc1ccccc1NCC(=O)c1ccc(Br)cc1	1	1	.
COC(=O)c1cc2cc(NS(=O)(=O)c3ccc(C)cc3)ccc2s1	1	-5	.
O=C(ON=C1CCN(S(=O)(=O)c2ccccc2)CC1)c1cccc(Cl)c1	-4	3	.
O=C(Nc1ccccc1)/C(=C\c1ccc2c(c1)OCO2)NC(=O)c1ccco1	1	-5	.
CCCCCC(=O)N/N=C/c1ccc([N+](=O)[O-])o1	0	60*	.
CC(C)(C)c1ccc(/C=C/C(=O)N2CCc3ccccc3C2)cc1	6	-13	.
Cc1ccc(-c2nn(-c3ccccc3)cc2C=C2C(=O)CC(C)(C)CC2=O)cc1	-3	9	.
O=c1oc2cc(OCc3c(F)cccc3Cl)ccc2cc1-c1ccccn1	-5	-5	.
C=CCOC(=O)C1=C(C)NC(C)=C(C(=O)OCC=C)C1/C=C/c1ccccc1	-3	-28	.
Brc1ccccc1OCCOCCOc1cccc2cccnc12	2	3	.
O=C(Nc1ccccc1)/C(=C/c1ccccc1)c1ccccc1	0	-3	.
CCOc1ccc(C(CC(=O)O)NC(=O)C23CC4CC(CC(C4)C2)C3)cc1 (stereo not drawn)	.	-8	1.2
COc1ccc(CNc2nc(-c3cccnc3)nn2C(=O)c2cccs2)cc1	.	-24	0.9
COc1ccc(NC(=O)c2ccc3c(c2)C(=O)N(Cc2cccnc2)C3=O)c(OC)c1	.	2	1.3
COc1ccc(C(=O)NCc2cn3c(C)csc3n2)cc1OC	.	4	1.1
(next part)
SMILES	FAK inh	E coli WT exp	MT1-MMP txn act
Cc1cc2cc(CNS(=O)(=O)N(C)C)ccc2[nH]1	.	3	1.2
COc1ccc2cnn(-c3ccccc3C)c(=O)c2c1OC	.	0	1.3
CN=c1sc(C(=O)Nc2cccc(Cl)c2)cc(=O)n1C	.	-5	0.9
CCOC(=O)N1CCN(C(=O)c2cn(CC)c3cc(N4CCN(C)CC4)c(F)cc3c2=O)CC1	.	100*	1
COC(=O)c1[nH]c(C)c(/C(O)=C2\C(=O)C(=O)N(CCN(C)C)C2c2ccco2)c1C (stereo not drawn)	.	-4	1.1
C=CCNC(=O)CN1C2CCCC1CC(NC(=O)c1ccccc1C)C2 (stereo not drawn)	.	0	1.1
COc1ccccc1-c1nnc(Nc2nc3c(OC)cccc3s2)o1	.	-12	1.5
Cc1ccc(-n2nc(C(=O)NCc3ccco3)c3c4ccccc4n(C)c3c2=O)cc1	.	-7	1
N#CC1=C(N)C(C#N)(C#N)[C@H](c2ccncc2)[C@H]2CN(C(=O)OCc3ccccc3)CC=C12	.	-4	0.9
O=C(CSc1oc(-c2ccco2)nc1S(=O)(=O)c1ccccc1)NCC1CCCO1 (stereo not drawn)	2	.	1
Cc1nn2c3cc(N4CCOCC4)ccc3nc2c2ccccc12	-2	.	1.6
CC(C)c1nnc(N2C(=O)c3oc4ccccc4c(=O)c3C2c2ccco2)s1 (stereo not drawn)	-3	.	1
COc1ccc2c(c1)CCC(C)N2S(=O)(=O)c1ccc(C2CNC(=O)C2)cc1 (stereo not drawn)	-2	.	1.3
O=c1c2ccc(-c3nnc4n3-c3ccccc3SC4)cc2nc2n1CCCCC2	8	.	1.1
CC(C(=O)N1CCc2ccccc21)N1CCc2ccccc2C1 (stereo not drawn)	12	.	1.1
CCCCCSc1nc2c(c(=O)[nH]c(=O)n2C)n1CC	1	.	1.3
CCn1cc(CN(C)C(=O)CSc2nc(-c3ccco3)cc(C(F)(F)F)n2)c(C)n1	0	.	1.1
COc1cc2c(cc1OC)C(C(=O)NC1CC1)C1c3ccccc3CCN1C2=O (stereo not drawn)	-4	.	1.1
COc1ccc(NC(=O)C2CCCN(S(=O)(=O)c3ccc(C)cc3)C2)cc1OC (stereo not drawn)	1	.	1.1
Cc1ccc(C2c3c(oc4ccccc4c3=O)C(=O)N2c2nnc(C)s2)o1 (stereo not drawn)	-2	.	1.1
CCN(CC)S(=O)(=O)c1ccc2c(c1)c(=O)c(C(=O)N1CCN(c3ccccc3)CC1)cn2C	5	.	1.2
Cc1ccc(-c2noc(CN3CCN(Cc4ccccc4)CC3)n2)cc1	-1	.	1
C/C(=N\O)c1ccc(N2C(=O)C3CC=C(Cl)CC3C2=O)cc1 (stereo not drawn)	-1	.	1.6
CCOc1ccc(C2C(C(=O)NC)=C(C)Nc3nc4ccccc4n32)cc1OC (stereo not drawn)	2	.	1.2
Cc1cc(OCC(=O)NCCCN2CCOCC2)cc(C)c1Cl	-1	.	1
Continuation.
SMILES	FAK inh	E coli WT exp	MT1-MMP txn act
NC(=O)CSc1nnnn1CC(CC(=O)O)c1ccccc1 (stereo not drawn)	0	.	1.1
CCOC(=O)C(C(C)=O)c1nc(C)nc2c1nnn2Cc1ccccc1Cl (stereo not drawn)	-6	.	1
COc1ccccc1-n1c(=O)c2c3c(sc2n2c(SC)nnc12)CCC3	0	.	1.2
O=C(c1ccccn1)N1CCN(c2ccc(C(F)(F)F)cn2)CC1	2	.	1.1
O=C(Oc1ccc(N(Cc2cccs2)C2=NS(=O)(=O)c3ccccc32)cc1)c1ccco1	0	.	1
Cc1cccc(C(=O)N(C)c2nnc(-c3ccncc3)s2)c1	9	.	1.1
C=CCn1c(SCC(=O)NC(=O)NC2CCCC2)nnc1C1CCCCC1	4	.	1.1
COc1ccccc1Nc1nc(N)nc(CN2CCc3ccccc3C2)n1	2	.	1
Cc1sc2nnn(CC(=O)N3CCN(C(=O)c4ccco4)CC3)c(=O)c2c1C	2	.	1.2
O=C(CN1C(=O)c2ccccc2S1(=O)=O)N1CCN(c2cccc(Cl)c2)CC1	-11	.	1.2
COc1ccccc1-c1cc(C(F)(F)F)nc(N2CCN(c3ccc(F)cc3)CC2)n1	-8	.	1.1
CCOc1ccc(OCC)c(S(=O)(=O)NCCCN2CCOCC2)c1	-2	.	1.1
